Screening results deposited in PubChem by Southern Research Specialized Biocontainment Screening Center.
H37Rv inhibition = M. tuberculosis growth inhibition, HTS (AID 449762); actives 0.59% (n = 330,000); one-dose inhibition, % at 25 µM; IC50 in µM for titrated hits; M. tuberculosis H37Rv growth inhibition, 7H9 media; higher % means a stronger effect; in the data active = a potency from the dose series; inconclusive = inhibition above about 70% without an active follow-up result;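 also: bacterial growth assessed after seven days of incubation; strong numbers were not always called active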
H1N1 NS1A inhibition = H1N1 influenza NS1A inhibitors, functional cell based assay (AID 504329); NS1A functional cell-based assay, percent inhibition; higher % means a stronger effect; one-dose inhibition, % at 12.5 µM; IC50 in µM for titrated hits; actives 0.3% (n = 340,000); in the data active = a potency from the dose series; inconclusive = inhibition above about 27% without an active follow-up result; also: strong numbers were not always called active
PhoP GFP inhibition = Inhibition of PhoP regulon, Salmonella typhi GFP reporter cells, confirmation, 4 h (AID 1850) | one-dose inhibition, % at 50 µM; IC50 in µM for titrated hits | Salmonella Typhi PhoP-promoter GFP reporter, fluorescence, 4 h; higher % means a stronger effect | actives 0.33% (n = 310,000); in the data active = a potency from the dose series; inconclusive = inhibition mostly from about 25% at the one dose, without a potency; inactive = the rest, 99 in 100 with inhibition below about 19%;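 also: 0% = induced wells with vehicle and 100% = uninduced wells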
tuberculosis growth = growth inhibition of non-replicating M. tuberculosis (AID 488890). Mycobacterium tuberculosis non-replicating, growth inhibition; higher % means a stronger effect. inhibition, % at 25 µM; hits with a dose series show IC50 in µM. actives 0.39% (n = 320,000); in the data active = a potency from the dose series; inconclusive = inhibition mostly from about 82% at the one dose, without a potency; inactive = the rest, 99 in 100 with inhibition below about 76%;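 also: plate controls were DMSO cells for no effect and high antibiotic wells for full effect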
inhibitors of VEEV = inhibitors of VEEV TC-83 cytopathic effect, confirmation, Vero cells (AID 588727); Vero cells, VEEV TC-83 cytopathic effect inhibition; higher % means a stronger effect; inhibition, % at 20 µM, or IC50 in µM where a hit was titrated; actives 0.13% (n = 350,000); in the data active = a potency from the dose series; inconclusive = inhibition mostly from about 14% at the one dose, without a potency; inactive = the rest, 99 in 100 with inhibition below about 12%; also: strong numbers were not always called active
inhibitors of VEEV 10K pilot screen = further read-out of inhibitors of VEEV, marked with its call; inhibition, %; measured here: 10K pilot screen inhibition
Active calls of the source: *; i = inactive; ? = inconclusive; . = not tested or not shown.

SMILES | H37Rv inhibition | H1N1 NS1A inhibition | PhoP GFP inhibition | tuberculosis growth | inhibitors of VEEV | others
Cn1c(SCC(=O)Nc2cc(C(C)(C)C)nn2-c2ccccc2)nc2ccccc21 | 5% | -7% | -1% | 11% | 2.9%
S=c1[nH]nc(-c2ccc(Cl)cc2)n1Cc1ccccc1 | -6% | 0% | -3% | -7% | 1.3%
Cc1ccc(-c2cn(-c3ccccc3)c(SCC(N)=O)n2)cc1C | 6% | 7% | -9% | 24% | 0.8%
CC(SC(C)C(=O)NN=Cc1cccc(F)c1)C(=O)NN=Cc1cccc(F)c1 (configuration not stated) | . | -19% | . | . | 1.3%
CCC(=O)N1CCN(c2ccc(NC(=S)NC(=O)COc3ccccc3)cc2)CC1 | 65% | 1% | -5% | 51% | 5.3%
CC(C)(C)n1nnnc1C(c1ccc(F)cc1)N(Cc1ccc(F)cc1)Cc1ccco1 (configuration not stated) | 12% | -9% | 2% | 18% | 3.5%
O=C(O)CCc1c(C(=O)O)[nH]c2ccccc12 | 2% | -11% | -3% | 4% | 0.2%
CN(C(=O)c1cc2c(s1)-c1ccccc1S(=O)(=O)C2)c1ccccc1 | -2% | 11% | -7% | 4% | 8.8%
COc1ccc(C(=O)N/C(=C\c2cn(S(=O)(=O)N(C)C)c3ccccc23)C(=O)NCCCN2CCOCC2)cc1 | 2% | -7% | 10% | 32% | 1.2%
CCOC(=O)CSc1ccc(S(=O)(=O)N2CCCC2)cc1[N+](=O)[O-] | -2% | -6% | 3% | 57% | 0.2%
COc1ccc(C(=O)CN2CCCCC2)cc1 | 4% | -12% | 8% | . | 0.5%
C#CCOCCOCCOCCNc1nc(N2CCN(C(=O)[C@H](Cc3ccc(O)cc3)n3cc([C@@H](N)C(C)CC)nn3)CC2)nc(N2CCN(C(=O)[C@H](CCCCN)n3cc([C@@H](N)CC(C)C)nn3)CC2)n1 (some centres not stated) | ? | . | 3% | 77% | .
c1ccc(-c2nnnn2CCOCCn2nnnc2-c2ccccc2)cc1 | 9% | -3% | -6% | 1% | i
COCC(C)N=C1NN=C(c2c[nH]c3ccccc23)CS1 (configuration not stated) | -3% | 2% | -10% | -4% | 1.8%
CCOC(=O)c1c(NC(=O)CCN2C(=O)c3cccc([N+](=O)[O-])c3C2=O)sc(C(=O)OC(C)C)c1C | 4% | 1% | -1% | 0% | i
CCOC(=O)C1=C(C)NC(=O)NC1c1ccc(OCCO)c(OC)c1 (configuration not stated) | -7% | 0% | -30% | 0% | 0.5%
COC(=O)c1ccc(NC(=O)NS(=O)(=O)c2ccc(C)cc2)cc1 | ? | 1% | 2% | . | 0.7%
Cc1[nH]c(=O)c(C#N)cc1-c1csc(-c2ccccc2)n1 | -3% | 19% | 2% | -2% | i
COc1ccc(C2/C=C\CN(C(=O)NC(C)C)CC(=O)N2Cc2ccc(F)cc2)cc1 (configuration not stated) | -2% | -1% | -1% | -13% | 0.1%
COc1ccc(NC2=NCCC2)cc1 | 1% | 1% | 3% | 17% | 0.4%
CCOc1ccccc1-n1c(COc2ccc(C)cc2)nnc1SCC(N)=O | 4% | 6% | -4% | 9% | i
Cn1nnnc1SCC(=O)c1c(N)n(C)c(=O)n(C)c1=O | -3% | 4% | 7% | -13% | 1.3%
CCN(CC)c1ccc(C(=O)OCc2c(C)noc2C)cc1 | 6% | -5% | 2% | 13% | 0.8%
OCc1n[nH]c(CO)n1 | -1% | -4% | -7% | 8% | 1.7%
O=C(CCCN1C(=O)c2cccc3cccc(c23)C1=O)N1CCN(c2ccccc2O)CC1 | -5% | 2% | -4% | 10% | 4.8%
Continuation.
SMILES | H37Rv inhibition | H1N1 NS1A inhibition | PhoP GFP inhibition | tuberculosis growth | inhibitors of VEEV | others
COc1ccc(C(=O)OCc2c(F)cccc2Cl)cc1S(=O)(=O)N1CCOCC1 | -5% | -1% | . | 3% | 7.9%
CCOC(=O)c1[nH]ncc1CN1CCCC(C(=O)c2ccc(OC)cc2C)C1 (configuration not stated) | -4% | -4% | 0% | -20% | 0.0%
CC(=O)C1C2c3ccccc3OC1(C)N=c1s/c(=C/c3cnn(C)c3)c(=O)n12 (configuration not stated) | -3% | -22% | 1% | 2% | 7.7%
O=c1ccc2ccc(Oc3ccc([N+](=O)[O-])cc3[N+](=O)[O-])cc2o1 | 40% | . | -5% | ? | .
COc1ccc(C2/C(=C(\O)c3cc(C)ccc3C)C(=O)C(=O)N2CCN(C)C)cc1OC (configuration not stated) | -3% | -7% | 4% | -3% | 0.6%
O=C(OCC(=O)N1CCCCC1)c1ccccc1SCC(=O)N1CCCCC1 | -10% | 1% | -1% | -13% | 2.3%
CCC(CC)c1ncc[nH]1 | 0% | -4% | -1% | -2% | 0.2%
Cn1ccnc1SCC(=O)Nc1ccc2nc(SCC(=O)NC3CC3)sc2c1 | 38% | . | -5% | ? | .
CCN1CCc2c(sc(NC(=O)C3COc4ccccc4O3)c2C(N)=O)C1 (configuration not stated) | -4% | -8% | -13% | -9% | 4.1%
CCN(CC)c1ccc(NC(=O)c2ccc(S(=O)(=O)N3CCOCC3)cc2)cc1 | 14% | 9% | . | 16% | 1.6%
CN(C)C(=O)CN1C(=O)NC(c2ccccc2)(c2ccccc2)C1=O | -4% | -10% | 3% | 0% | 2.6%
Nc1ncnc2c1ncn2[C@@H]1O[C@H](CNC(=O)[C@@H](N)Cc2ccc(C(F)(F)F)cc2)[C@@H](O)[C@H]1O | . | -8% | . | . | 0.5%
CCOC(=O)c1nn(-c2ccc(OC)cc2)c(=O)c2c(N)scc12 | 7% | 7% | -8% | 20% | 0.3%
Nc1ccc2nc(SCc3ccccc3F)sc2c1 | 63% | 8% | 2% | 33% | 6.9%
O=C(CSc1nc2ccccc2c(=O)n1CCCO)N1CCc2ccccc21 | 9% | -1% | -6% | 13% | 2.5%
COc1ccc(-c2csc3ncnc(N4CCN(S(=O)(=O)c5cccc(F)c5)CC4)c23)cc1 | -4% | 1% | -3% | -9% | 8.7%
Cc1cccc(CSc2ncc(CO)n2C)c1 | 5% | -1% | -5% | -14% | 0.4%
CCNC(=S)N1CCN(CC(=O)Nc2ccc(Br)cc2)CC1 | 2% | -1% | -9% | -10% | 0.6%
CCOc1ccc(N2CC(C(=O)Nc3ccccc3F)CC2=O)cc1 (configuration not stated) | -3% | -5% | 2% | 44% | 2.9%
CCOC(=O)CC/C(C)=N\N=C1\SC(CC(=O)O)C(=O)N1c1ccccc1 (configuration not stated) | 2% | -8% | 11% | -4% | 6.7%
O=C(O)CSc1c2c(nc3cc(C(=O)Nc4cccc(C(F)(F)F)c4)ccc13)CCC2 | 1% | 1% | -2% | 6% | 1.6%
C=C(C)Cn1c(-c2cccs2)n[nH]c1=S | -8% | -7% | 4% | 1% | 1.3%
CCOC(=O)COc1ccc(Br)cc1/C=C1\SC(N)=NC1=O | 7% | 0% | 7% | 47% | 1.6%
CC(C)(C)c1nc(-c2ccccc2)nc2c1OCCC2 | 10% | -3% | 11% | -1% | i | inhibitors of VEEV 10K pilot screen=0.3
Cc1ccc(S(=O)(=O)N(C)Cc2nc(-c3ccncc3)no2)cc1 | -8% | -7% | -9% | 2% | 0.5%
(cont.)
SMILES | H37Rv inhibition | H1N1 NS1A inhibition | PhoP GFP inhibition | tuberculosis growth | inhibitors of VEEV | others
COc1ccccc1NC(=O)N1c2ccccc2NC(=O)CC1C (configuration not stated) | 4% | -5% | -3% | 7% | i
N/C(=N\OC(=O)c1cccc2ccccc12)c1ccccn1 | 2% | -2% | -3% | 28% | 12%
O=C(NN1CCOCC1)c1ccccc1F | -3% | -5% | -6% | -18% | 1.8%
NCCc1ccccc1 | -11% | -6% | 0% | -6% | 0.3%
Nc1nc(CSC(=S)N2CCOCC2)nc(Nc2ccc(F)cc2)n1 | 11% | -8% | -1% | 19% | 0.8%
O=C(COC(=O)c1cn(-c2ccccc2)nc1-c1cccnc1)NC1CC1 | 7% | 2% | -1% | 48% | 2.4%
O=c1oc2ccccc2n1CCc1ccccc1 | -10% | -7% | 0% | 15% | 0.9%
CC1CN=C(N(C(=O)Nc2ccccc2)c2ccc(S(=O)(=O)N3CCOCC3)cc2)S1 (configuration not stated) | -4% | -6% | -11% | -1% | 0.1%
CCOC(=O)N1CCN(CCC(=O)c2ccc(Cl)cc2)CC1 | ? | -6% | 77µM* | ? | 3.7%
Cc1ccc(Nc2ncnc3sc(C)c(C)c23)cc1 | 18% | 2% | -10% | 23% | i
CN(C)S(=O)(=O)c1ccc2nnn(OCC(=O)NC3CCS(=O)(=O)C3)c2c1 (configuration not stated) | 14% | -12% | . | 1% | 0.9%
CNS(=O)(=O)c1cc(-c2nnc(Nc3ccc(CC(N)=O)cc3)c3ccccc23)ccc1C | -2% | -8% | 1% | -14% | 0.9%
CCc1ccc(N2CC34C=CC(O3)C(C(=O)OC(C)C)C4C2=O)cc1 (configuration not stated) | -10% | -5% | -19% | 5% | 0.4%
OCCNc1nc(N2CCN(Cc3ccccc3)CC2)nc2ccccc12 | 6% | 6% | 2% | 6% | 1.6%
O=C(CCC(=O)NNC(=O)COc1ccc(Br)cc1Br)NCc1ccccc1 | -1% | . | -6% | -12% | 6.4%
CC(OC(=O)c1ccccc1)C(=O)NCc1ccco1 (configuration not stated) | -8% | -6% | . | 22% | 2.4%
CCOC(=O)c1ccc2c(c1)NC(=O)C(N1CCN(c3ccc(OC)cc3)CC1)S2 (configuration not stated) | -7% | 8% | -5% | . | 0.2%
CCOC(=O)C[C@H]1c2ccccc2S(=O)(=O)N1c1cccc(OC)c1 | -2% | 3% | -2% | 4% | 2.4%
COc1ccc(Cl)cc1C(=O)NCc1ccco1 | -2% | -3% | 7% | -2% | 0.2%
Cc1[nH]c(C)c(S(=O)(=O)NCc2ccco2)c1C(=O)N1CCCCC1 | 3% | 8% | -14% | -10% | 4.9%
CN(C)C=Nc1ncc2c([nH]c3ccccc32)c1C#N | -2% | 7% | 5% | 17% | 7.2%
CN(Cc1ccccc1)S(=O)(=O)c1ccc(Cl)c(C(=O)NCc2ccc3c(c2)OCO3)c1 | 9% | 9% | 7% | -7% | i
CCN1C(=O)c2ccccc2Sc2ccc(C(=O)NC(C)C)cc21 | 6% | -4% | 1% | -4% | 1.1%
Cc1cccc(OC(=O)c2ccc3nccnc3c2)c1 | ? | -4% | 5% | 7.8µM* | i
CCOC(=O)Nc1ccc2c(c1)N(C(=O)CN(C)C)c1ccccc1CC2 | 1% | 0% | -3% | 6% | i
More entries.
SMILES | H37Rv inhibition | H1N1 NS1A inhibition | PhoP GFP inhibition | tuberculosis growth | inhibitors of VEEV | others
Cc1cc(Cl)ccc1OCCCC(=O)OCC(=O)c1c(N)n(C)c(=O)n(C)c1=O | 5% | -11% | -3% | 5% | i
Cc1ccc(C)c(NC(=O)COc2coc(CN3CCc4ccccc43)cc2=O)c1 | 48% | -7% | -3% | 50% | 3.2%
CC1CCCC(C)N1CC(O)COCC1COc2ccccc2O1 (configuration not stated) | 2% | -4% | -10% | 16% | 0.9%
Cc1cccc(N(C(=O)CCC(=O)Nc2ccccn2)C(C(=O)NC(C)C)c2ccc(F)cc2)c1 (configuration not stated) | 6% | 8% | -16% | 6% | 1.6%
Cc1ccc([C@@H]2[C@@H]3C(=O)N(C)C(=O)[C@@H]3[C@]3(Cc4ccccc4)C(=O)N(Cc4ccccn4)CC(=O)N23)o1 | -8% | 1% | 6% | -3% | 1.1%
O=c1c(Cl)c(N2CCN(S(=O)(=O)c3ccccc3)CC2)cnn1-c1ccccc1 | -4% | -9% | -12% | -11% | 1.0%

Nothing new here: an excerpt of the list.
SMILES | H37Rv inhibition | H1N1 NS1A inhibition | PhoP GFP inhibition | tuberculosis growth | inhibitors of VEEV | others
Cc1cccc(N(C(=O)CCC(=O)Nc2ccccn2)C(C(=O)NC(C)C)c2ccc(F)cc2)c1 (configuration not stated) | 6% | 8% | -16% | 6% | 1.6%
Cc1ccc([C@@H]2[C@@H]3C(=O)N(C)C(=O)[C@@H]3[C@]3(Cc4ccccc4)C(=O)N(Cc4ccccn4)CC(=O)N23)o1 | -8% | 1% | 6% | -3% | 1.1%
O=c1c(Cl)c(N2CCN(S(=O)(=O)c3ccccc3)CC2)cnn1-c1ccccc1 | -4% | -9% | -12% | -11% | 1.0%

Gathered by group, the compounds so far with bromine
SMILES | H37Rv inhibition | H1N1 NS1A inhibition | PhoP GFP inhibition | tuberculosis growth | inhibitors of VEEV | others
CCNC(=S)N1CCN(CC(=O)Nc2ccc(Br)cc2)CC1 | 2% | -1% | -9% | -10% | 0.6%
CCOC(=O)COc1ccc(Br)cc1/C=C1\SC(N)=NC1=O | 7% | 0% | 7% | 47% | 1.6%
O=C(CCC(=O)NNC(=O)COc1ccc(Br)cc1Br)NCc1ccccc1 | -1% | . | -6% | -12% | 6.4%
